# POLB inh: blocks human DNA polymerase beta activity; Potency, µM (titrated, usually from 114 µM), for inactives: top-dose activity change, negative = inhibition, usual class: inhibitors; P06746; Pol beta primer extension/strand displacement, fluorescence kinetic; AID 485314; 1.3% of 340,000 active; note: potency is the fitted concentration of half-maximal effect; % is set by controls: 0 for no effect and ±100 for the full control effect
#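 Kinetic readout of DNA synthesis with strand displacement by Pol beta. Compound and 10 nM enzyme sit 15 min at room temperature; 50 nM substrate starts the reaction, read immediately and at 10 min.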
# Pol iota inh: DNA polymerase iota (human) inhibition | 1% of 390,000 active | Q9UNA4 | Pol iota fluorescent replication assay, 10 min | Potency, µM (titrated, usually from 115 µM), inactives show top-dose activity, negative = inhibition, hits mostly inhibitors; note: potency is the fitted concentration of half-maximal effect
#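 Fluorescent replication assay read twice, at 0 min and 10 min after adding 50 nM (final) substrate. Enzyme (10 nM) and compounds were first incubated 15 min at room temperature; enzyme-free buffer wells were negative controls.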
# Pol eta inh: DNA polymerase eta (human) inhibition | recombinant Pol eta, fluorescent DNA replication assay | Potency, µM (series often up to 114 µM), without a hit: at the highest dose activity change, negative = inhibition, actives largely listed as inhibitors | 1.2% of 390,000 active; note: potency is the fitted concentration of half-maximal effect; % is set by controls: 0 for no effect and ±100 for the full control effect
#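 Fluorescent replication assay: 50 nM final substrate added after a 15 min room-temperature compound preincubation with 10 nM enzyme. Signal taken at 0 min and again at 10 min.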
# Glioma ERSR ind: ER stress response induction in glioma | 0.02% of 420,000 active | Potency, µM, for the others: at the top dose activation, actives largely listed as activators | U87-MG GRP78 promoter luciferase reporter, 16 h; note: potency is the fitted concentration of half-maximal effect; series mostly up to about 76 µM; % of control where 0% means no effect; nearly all actives have a fitted effect of over 35% in size
#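 ERSR induction read as luciferase luminescence (Bright-Glo, 10 min at room temperature) in stably transfected human U87-MG glioma cells exposed to compounds for 16 h, using GRP78 as sensor.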
# POLK inh: blocks human DNA polymerase kappa activity; purified Pol kappa, fluorescent DNA synthesis assay, 10 min; Potency, µM (titrated, usually from 107 µM), for the others: at the top dose activity, negative = inhibition, actives largely listed as inhibitors; 0.53% of 400,000 active; AID 588579; note: potency is the fitted concentration of half-maximal effect; % is set by controls: 0 for no effect and ±100 for the full control effect
#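 Activity was followed as the change in fluorescence between reads at 0 and 10 min after starting the reaction with 50 nM substrate. Beforehand, 10 nM polymerase had been preincubated with compound for 15 min at room temperature.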
# BLM inh: Bloom syndrome helicase (human) inhibition; AID 2528; Potency, µM (highest dose often 56.1 µM), for inactives: at the highest dose activity change, negative = inhibition, hits mostly inhibitors; 0.2% of 350,000 active; recombinant BLM DNA unwinding, fluorescence dequenching;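 note: potency is the fitted concentration of half-maximal effect; plate controls were vehicle for no effect and no enzyme for full effect; nearly all actives have a fitted effect of over 35% in size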
# Target sequence (P54132 whole entry, looked up): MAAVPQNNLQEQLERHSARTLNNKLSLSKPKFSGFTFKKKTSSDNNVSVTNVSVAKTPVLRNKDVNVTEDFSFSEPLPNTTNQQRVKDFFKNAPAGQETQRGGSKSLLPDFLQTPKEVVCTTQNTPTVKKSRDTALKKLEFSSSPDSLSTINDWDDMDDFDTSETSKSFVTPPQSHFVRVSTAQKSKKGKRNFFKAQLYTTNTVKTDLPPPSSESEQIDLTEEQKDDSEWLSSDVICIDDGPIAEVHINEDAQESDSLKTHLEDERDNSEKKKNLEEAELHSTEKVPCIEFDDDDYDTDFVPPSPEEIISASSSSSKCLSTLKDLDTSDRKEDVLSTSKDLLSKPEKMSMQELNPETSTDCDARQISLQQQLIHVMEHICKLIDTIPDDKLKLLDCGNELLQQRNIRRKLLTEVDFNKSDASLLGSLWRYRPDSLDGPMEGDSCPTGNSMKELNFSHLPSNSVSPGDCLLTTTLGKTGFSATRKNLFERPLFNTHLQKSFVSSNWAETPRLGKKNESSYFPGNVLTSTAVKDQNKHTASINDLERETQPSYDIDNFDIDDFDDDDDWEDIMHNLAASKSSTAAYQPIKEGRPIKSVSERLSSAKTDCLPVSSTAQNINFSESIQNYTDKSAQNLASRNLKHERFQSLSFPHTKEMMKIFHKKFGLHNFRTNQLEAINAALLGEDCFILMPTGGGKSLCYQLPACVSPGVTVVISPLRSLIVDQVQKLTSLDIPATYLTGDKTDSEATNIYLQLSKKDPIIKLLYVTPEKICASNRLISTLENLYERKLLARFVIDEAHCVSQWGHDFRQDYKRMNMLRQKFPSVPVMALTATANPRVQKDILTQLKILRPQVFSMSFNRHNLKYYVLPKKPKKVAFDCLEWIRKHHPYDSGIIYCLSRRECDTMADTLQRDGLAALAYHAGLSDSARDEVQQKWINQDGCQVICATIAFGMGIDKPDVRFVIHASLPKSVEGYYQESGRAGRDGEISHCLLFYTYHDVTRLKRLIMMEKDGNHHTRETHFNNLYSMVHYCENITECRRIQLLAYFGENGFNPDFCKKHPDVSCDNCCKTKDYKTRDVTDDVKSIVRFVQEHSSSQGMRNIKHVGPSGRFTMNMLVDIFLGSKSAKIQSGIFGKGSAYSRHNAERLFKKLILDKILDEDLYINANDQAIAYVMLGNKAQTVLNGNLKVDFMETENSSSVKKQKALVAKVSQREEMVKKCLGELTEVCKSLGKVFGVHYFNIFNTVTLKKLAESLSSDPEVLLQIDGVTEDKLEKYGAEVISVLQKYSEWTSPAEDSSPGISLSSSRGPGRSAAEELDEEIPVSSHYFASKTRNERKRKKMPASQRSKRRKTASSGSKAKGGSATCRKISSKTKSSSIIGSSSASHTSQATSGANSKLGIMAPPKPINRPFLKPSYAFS
# APE1 inh: blocks human APE1 abasic DNA cleavage | 0.35% of 350,000 active | recombinant APE1, TAMRA/BHQ-2 abasic DNA cleavage fluorescence | P27695 | Potency, µM (highest dose often 65.8 µM), for inactives: at the highest dose activity change, negative = inhibition, usual class: inhibitors;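 note: potency is the fitted concentration of half-maximal effect; plate controls were vehicle for no effect and reference inhibitor for full effect; nearly all actives have a fitted effect of over 55% in size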
#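 0.75 nM APE1 + cpd, 15 min RT; start w/ 50 nM TAMRA/BHQ-2 THF-abasic dsDNA; kinetic fluor 525/598 nm ×3 reads @60 s; Δ(read3−read1); normalized to DMSO and NSC13755 control wells.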
# LDHA inh: blocks human lactate dehydrogenase A; AID 1347041; P00338; 0.15% of 480,000 active; purified LDHA, NADH/diaphorase-resazurin fluorescence; stronger effect = lower value; activity change, % (values are at about 110 or 230 µM); in the data active = activity change below about -30%; inconclusive = mostly about -25% to -30%;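 note: plate controls were DMSO wells for no effect and wells without enzyme for full effect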
#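 Human LDH5 (2 nM) was incubated with 0.06 mM NADH and 0.2 mM pyruvate for 5 min at room temperature in Tris pH 7.4. Remaining NADH was coupled through diaphorase/resazurin, and resorufin fluorescence was read at 0 and 20 min.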
# Apoferritin bind: candidate novel general anesthetic via apoferritin binding; apoferritin/1-aminoanthracene competitive binding, fluorescence; 0.074% of 350,000 active; Potency, µM (series often up to 77.5 µM), inactives show at the highest dose activity change, negative = displacement, usual class: inhibitors; note: potency is the fitted concentration of half-maximal effect; % is set by controls: 0 for no effect and ±100 for the full control effect; nearly all actives have a fitted effect of over 20% in size
#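 Horse-spleen apoferritin (10 uM) in 50% saturated 1-aminoanthracene in PBS was incubated 10 min at room temperature with compound. Fluorescence (ex 380, em 535 nm) was normalized to free and bound 1-AMA, with concentration-response fitted by a four-parameter Hill equation.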
# * marks the source's active call; other numbers are inactive results; ? = inconclusive; . = no result given; & = joins results of further samples; [ ] = dose if it differs, or a comment. Unless noted, calls come from the whole dose curve; as a rule, active = well fitted curve in the direction sought with a large enough effect; inconclusive = small, poorly fitted or top-dose-only effect, or another doubt; inactive = no such curve, though single readings can be large; an effect the other way counts as inactive or inconclusive. Not all compounds are listed; count on the stated rates, not on these rows.
Structure,POLB inh,Pol iota inh,Pol eta inh,Glioma ERSR ind,POLK inh,BLM inh,APE1 inh,LDHA inh,Apoferritin bind
O=C(CCc1nnc(CCCc2ccccc2)o1)NCCc1ccccc1,41%,57%[activator],-10%,1%,-15%,-2%,19%,-6,-13%
CN1CCN(C(=O)c2ccccc2NC(=O)c2ccccc2Br)CC1,0%,12%,-16%,-1%,1%,0%,18%,-6,0%
Cc1ccc(N(C)C(=O)n2cnc3ccccc32)cc1,3%,84%[activator],-1%,-1%,4%,-14%,20%,-13,-2%
COc1ccc(OC)c(NC(=S)N(CCc2c(C)[nH]c3ccccc23)Cc2cccs2)c1,2%,-15%,-11%,-3%,8%,-10%,1%,1,-5%
CC(C)OP(=O)(OC(C)C)C(Nc1ccccc1)c1ccccc1C(F)(F)F (configuration not stated),-1%,13%,-23%,-2%,-18%,-10%,-2%,1,4%
O=C(CSc1nnnn1C1CCCC1)Nc1ccccc1F,-16%,11%,-16%,-4%,-2%,-4%,-1%,-6,-6%
Cc1ccc(-n2nnnc2SCC(=O)NCC2(N3CCOCC3)CCCCC2)cc1,.,24%,?,-2%,0%,.,7%,2,.
O=C(CCn1nnc2ccccc21)N1CCN(c2ccccc2)CC1,-1%,74%[activator],1%,2%,-6%,-2%,0%,-9,-10%
Clc1ccc(CN2CCC(CNc3ncnc4onc(-c5ccc(Cl)cc5)c34)CC2)cc1,23%,23%,-23%,-2%,-4%,-2%,.,-6,-4%
CCCCOC(=O)C(C#N)c1nc2ccccc2nc1N1CCN(Cc2ccc3c(c2)OCO3)CC1 (configuration not stated),26%,1%,-5%,1%,-16%,-1%,-2%,0,-9%
COc1ccccc1-c1sc2cc3c(cc2c1C#Cc1cncn1C)OCO3,.,-14%,-14%,5%,-7%,.,2%,-1,.
COc1cc(CNC(=O)c2cc3n(n2)CCCN(Cc2cccc(F)c2)C3=O)cc(OC)c1OC,-12%,?,-20%,-3%,4%[60.1 µM],-3%,.,0,1%
COc1ccc(CCNC(=O)c2cc3c(=O)n4ccccc4nc3n(CCCN3CCOCC3)c2=N)cc1,-25%,27%,-7%,-4%,7%,67%[activator],14%,1,4%
CCC(CC)C(=O)Nc1cc([N+](=O)[O-])ccc1F,2%,-4%,?,-3%,-25%,-6%,-7%,2,?
Cc1cccc(NC(=S)N/N=C2/CCCCc3ccccc32)c1,0%,15%,-18%,5%,-9%,-9%,-7%,-5,42%[activator]
COc1cc(NC(=S)N2CCN(C)CC2)cc(OC)c1,-1%,38%[activator],-15%,-2%,-12%,2%,5%,-3,-8%
COc1ccc(NC(=O)CN(C)C(=O)c2ccc(-c3cccc(C(F)(F)F)c3)o2)cc1,1%,15%,-12%,1%,-3%,-7%,4%,-6,?
OCC1OC(n2cnc3c(NCc4ccccc4O)ncnc32)C(O)C1O (configuration not stated),.,2%,-11%,5%,-1%,.,.,-12,.
COCc1cc(C)nc(NCCc2ccccc2)c1C#N,0%,4%,-8%,3%,-4%,-7%,0%,-4,?
O=C(C[n+]1ccc(-c2cc(C(=O)Nc3cccc(C(F)(F)F)c3)c3ccccc3n2)cc1)c1cccc([N+](=O)[O-])c1,-26%,?,-13%,3%,4%,-4%,-2%,0,?

# (list continues)
Structure,POLB inh,Pol iota inh,Pol eta inh,Glioma ERSR ind,POLK inh,BLM inh,APE1 inh,LDHA inh,Apoferritin bind
CN(Cc1ccco1)C(=O)CN1C(=O)NC(c2ccccc2)(c2ccccc2)C1=O,.,-14%,-6%,-5%,-7%,.,10%,-4,.
CCn1c(SCc2nc3sc(C(=O)O)c(C)c3c(=O)[nH]2)nnc1-c1ccc(Cl)cc1,?,70%[activator],?,-2%,-22%,-3%,5%,1,-3%
COc1ccc(NC(=O)CSc2nc3ccccc3c(=O)n2CCNC(C)=O)c(OC)c1,-1%,4%,0%,-4%,-6%,2%,-5%,-1,-5%
O=C(Nc1cc(=O)[nH]c2ncnn12)c1ccc(Cl)cc1Cl,28%,1%,0%,5%,-14%,-4%,-3%,-1,-6%
O=C(O)C1CCCC2CN3CCc4c([nH]c5ccccc45)C3C(O)C21 (configuration not stated),-1%,?,?,-4%,-39%,-12%,10%,3,-1%
CCn1c(SCC(=O)Nc2ccccc2OC)nc2ccccc2c1=O,31%,23%,4%,-2%,-12%,1%,-1%,-11,3%
COc1cc(-c2nc3ccccn3c2N)ccc1O,-19%,1%,-3%,2%,-17%,2%,-10%,9,-18%
COc1cccc(NC(=O)C2CCN(S(=O)(=O)c3cccc4nonc34)CC2)c1,11%,8%,-16%,-1%,4%,-5%,.,-2,-9%
Oc1ccc(NC(=S)Nc2ccc(O)cc2)cc1,49%,101%[activator],-10%,-3%,-21%,-14%,-2%,-3,-6%
Cn1cnc2nc3n(c2c1=O)CCC3,41%,14%,-5%,-1%,1%,2%,6%,-18,-3%
O=C(c1ccccc1)c1ccccc1NC(=O)c1ccccc1C(=O)O,5%,8%,-19%,-3%,5%,3%,.,3,?
O=C(COc1ccccc1Cl)NCCCNC(=O)c1cnccn1,20%,2%,-12%,-3%,-6%,-2%,-8%,1,33%[activator]
Cc1ccc(C)c(CNS(=O)(=O)c2c(C)[nH]c(C)c2C(=O)N2CCCC2)c1,29%,108%[activator],-12%,-1%,-21%,0%,34%,-3,-10%
CC(C)c1ccc(/C=N/NC(=O)c2nnn(-c3nonc3N)c2CSC2=NCCS2)cc1,2%,9%,-4%,-5%,-8%,-14%,-3%,-1,?
C/C(=C\C(=O)c1ccccc1)Nc1ccc(Cl)c(Br)c1,.,?,-18%,2%,1%,.,.,0,.
O=C(CSCc1ccc([N+](=O)[O-])cc1)Nc1ccccc1C(=O)O,1%,54%[activator],-12%,-1%,4%,-1%,-1%,0,-3%
CCCC(=O)c1ccc(N2CCN(C(=O)c3ccc(Br)cc3)CC2)c(F)c1,-2%,-9%,-4%,-1%,-5%,-6%,-5%,-4,-11%
O=C(Nc1ccccc1C(=O)Nc1ccccn1)c1cc(F)c(F)cc1Cl,-11%,-4%,-4%,-1%,-2%,-6%,26%,-10,-10%
Cc1cccc(OCc2nnc(SCc3nc4cc(C(F)(F)F)ccc4c(=O)[nH]3)o2)c1,-4%,?,?,1%,-9%,-7%,2%,-3,?
O=C(Nc1cccc(S(=O)(=O)N2CCCCC2)c1)C1=NN(c2ccccc2)C(=O)CC1,.,4%,-3%,-1%,-7%,.,-7%,-4,.

# Next part:
Structure,POLB inh,Pol iota inh,Pol eta inh,Glioma ERSR ind,POLK inh,BLM inh,APE1 inh,LDHA inh,Apoferritin bind
c1ccc(-c2cccc(N3CC4(CCNCC4)C3)c2)cc1,.,.,.,-2%,-6%[60.1 µM],3%,19%,.,.
Cc1ccc2[nH]c(CSc3nnc(NC(=O)c4ccc(Cl)cc4)s3)cc(=O)c2c1,-14%,-7%,8%,0%,-13%[60.1 µM],-8%,.,1,-7%
Cc1ccccc1OCCN1C(=O)C(=O)c2cccc(C)c21,-3%,-1%,?,-4%,8%,-12%,5%,18&-3,3%
COc1ccc(NC(=O)Nn2cnnc2)cc1OC,25%,22%,-3%,-7%,-12%,-2%,4%,-1,4%
CCOC(=O)C1CCCN(C(=O)c2ccc([N+](=O)[O-])c(C)c2)C1 (configuration not stated),11%,5%,-15%,-5%,-17%,-1%,7%,1,-13%
COc1ccc(NS(=O)(=O)c2cccc(Cl)c2Cl)cc1S(=O)(=O)N1CCCCC1,-18%,7%,-11%,-3%,-3%,-1%,-3%,-10,-20%
O=C(O)c1cccc(O)c1O,.,6%,-23%,-1%,-2%,.,.,1,.
NCCCC[C@H](NC(=O)[C@H](CS)NC(=O)[C@@H](N)Cc1cnc[nH]1)C(=O)N[C@@H](Cc1ccccc1)C(=O)N[C@@H](Cc1c[nH]c2ccccc12)C(=O)N[C@@H](Cc1c[nH]c2ccccc12)C(=O)O,.,.,.,-2%,13%[60.1 µM],2%,-3%,.,-2%
CCc1nnc(SCc2cccc(Cl)c2)c2cc3sccc3n12,-6%,8%,.,.,-13%,-7%,.,-5,79%[activator]
CCOc1ccc(C(C)C)cc1S(=O)(=O)N1CCN(C(=O)c2ccco2)CC1,13%,17%,-14%,-6%,3%,-4%,60%[activator],2,-15%
CCCCN(Cc1cc2ccccc2[nH]c1=O)S(=O)(=O)c1ccc(C)cc1,-23%,24%,-10%,-1%,-7%,-9%,25%,1,-24%
CC1CC(C)CN(CCCNC(=O)Cn2ncc3c(=O)oc4ccccc4c32)C1 (configuration not stated),3%,22%,-16%,-2%,0%,4%,-4%,-2,-6%
CC(C)CO/N=C1/C[C@@H](O)[C@@H](O)[C@@H]2[C@@H]3C(=O)N(Cc4ccccc4)C(=O)[C@H]3CC[C@H]12,.,.,.,-4%,.,0%[12.4 µM],26%[12.4 µM],.,-5%[15.3 µM]
Clc1ccc(-n2nnc(-c3nccs3)n2)cc1Cl,-27%,?,-1%,3%,10%,-5%,2%,4,?
CCCCn1nc2cc(C(=O)NCc3ccc(C(F)(F)F)cc3C(F)(F)F)ccc2c1OCC,-20%,?,-9%,-3%,-10%,-3%,2%,1,-17%
Cc1ccc(N(Cc2ccc([N+](=O)[O-])cc2)C(=O)c2ccco2)cc1,20%,1%,-19%,-1%,-9%,-5%,2%,-7,?
CSCC(=O)Nc1nc(-c2ccc3c(c2)OCCO3)cs1,30%,-4%,-13%,4%,-8%,-7%,-7%,-1,-16%
O=S(=O)(Nc1cccc2c1ccc1cccn12)c1cccs1,?,?,?,6%,-16%,-14%,0%,-4,-20%
Cc1c2ccccc2nc2c(F)c(NC(C)C)c(F)c(F)c12,3%,18µM*,-3%,1%,?,-7%,-3%,14,3%
Cc1nc(CC(=O)N2CCN(S(=O)(=O)c3ccccc3C#N)CC2)cs1,11%,5%,8%,-5%,-8%,-3%,-11%,-11,-8%

# High-throughput results: PubChem BioAssay, National Center for Advancing Translational Sciences (NCATS)
